Bioassay records from PubChem BioAssay.
GSH fluor – compound fluoresces at 488/530 nm on GSH beads. GSH beads flow cytometry, compound fluorescence 488/530 nm; active compounds read high. fluorescence (KMESF) at 10 µM. 190,000 tested, 0.25% active. AID 1776; in the data active means fluorescence above about 89;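 further: glutathione beads carrying GST-tagged Bcl family fusion proteins plus one bare bead set; values are compound well signal with DMSO vehicle wells as background; inactives centre near 16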
ABCB1 inh – blocks JC-1 efflux by human ABCB1 transporter; 190,000 tested, 0.067% active; inhibition, % at 6.6 µM; CCRF-Adr cells, flow cytometry; P08183; in the data active means inhibition above about 40%;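 further: 0% = vehicle and 100% = reference inhibitor; higher value means more JC-1 retained so stronger ABCB1 efflux block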
Mcl-1 Bim block – inhibitors of Bim-Mcl-1 interaction, human; 190,000 tested, 0.1% active; AID 1009; Q07820; inhibition, % at 10 µM; Bead-based flow cytometry, Bim peptide-Mcl-1 binding; in the data active means inhibition above about 40%;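 further: 0% = no compound tracer wells and 100% = peptide blocker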
Mcl1-Bid inh – Mcl-1/Bid interaction inhibition | Q07820 | TR-FRET Mcl-1/Bid-Dy647 peptide binding, 1536-well | inhibition, % at 21.7 µM | 220,000 tested, 0.97% active | AID 1021;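 active means compounds that cut the binding signal by more than half at the single screening dose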;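 further: His-tagged Mcl-1 with europium anti-His antibody binding Bid BH3 peptide; 0% = Mcl-1 plus peptide wells and 100% = peptide-only wells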
ABCG2 inh – blocks JC-1 efflux by human ABCG2 transporter; Q9UNQ0; IgMXP3 cells, flow cytometry; 190,000 tested, 0.1% active; inhibition, % at 6.6 µM; AID 1325;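 active means inhibition above 80%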;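 further: 0% = DMSO and 100% = nicardipine control wells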
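Test system: ABCG2 IgMXP3 and barcoded ABCB1 CCRF-Adr cell mix; Schedule: cells with compound and JC-1, 10 min at 25 °C, rotating, no wash; Technique: flow cytometry of retained JC-1 fluorescence; Measure: % inhibition of efflux relative to nicardipine and DMSO; Controls: nicardipine high and DMSO low controls.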
RGS4-Gao reg – human RGS4-Galphao interaction regulation; P09471; Multiplexed bead flow cytometry, RGS4-Galphao binding; actives lie on both sides; binding response (% of control), % at 10 µM; 220,000 tested, 0.33% active; AID 1415; in the data active means binding response below about 49% or above about 150%; inactive means in between;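 further: fluorescent Galphao activated with aluminum fluoride binding bead-coupled RGS4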
RGS8-Gao – modulates binding of RGS8 to human Galphao. P09471. multiplexed bead flow cytometry; actives lie on both sides. response (percent of control binding), % at 10 µM. 220,000 tested, 0.34% active. AID 1423; in the data active means response below about 60% or above about 140%; inactive means in between;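 further: Galphao activated as the GDP aluminium fluoride complex binding bead-coupled RGS8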
RGS7-Gao reg – regulators of human RGS7-Galphao interaction. Multiplexed bead flow cytometry, RGS7-Galphao binding; actives lie on both sides. binding response (% of control), % at 10 µM. P09471. 220,000 tested, 0.35% active; in the data active means binding response below about 49% or above about 150%; inconclusive means no clear call, values can overlap the other calls; inactive means in between;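 further: fluorescent Galphao held in activated GDP-AlF4 state binding bead-coupled RGS7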
Mcl1 Noxa PPI – disrupts binding of human Mcl-1 to Noxa peptide; TR-FRET Mcl-1/Noxa peptide binding, 2 h; 220,000 tested, 1.5% active; AID 1022; inhibition, % at 21.7 µM; Q07820;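 active means compounds that cut the protein-peptide binding signal by more than 50% relative to plate controls in a single-dose test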;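 further: His-tagged Mcl-1 with rhodamine Noxa BH3 peptide and terbium anti-His antibody; 0% = Mcl-1 plus Noxa peptide wells and 100% = peptide-only wells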
Pf gametocyte – kills late stage P. falciparum gametocytes | P. falciparum stage V gametocytes, ATP luminescence, 24 h | inhibition, % at 10.9 µM | 150,000 tested, 0.065% active;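 active means inhibition above the mean plus 3 SD of compounds within the control limits, set per campaign, cut at about 38% in these data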;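 further: 0% = DMSO wells and 100% = medium only without gametocytes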
Avidin bead fluor – compound fluoresces at 488/530 nm on avidin beads; fluorescence (KMESF) at 10 µM; AID 1775; compound fluorescence 488/530 nm, flow cytometry; active compounds read high; 220,000 tested, 0.38% active; in the data active means fluorescence above about 47; further: inactives centre near 10
The depositor's hits bear a star; ? = inconclusive; nt = no result given.

1) O=C(Cc1ccc(Br)cc1)N1CCN(c2ccccn2)CC1
2) O=C(c1noc2c1CCc1ccccc1-2)N1CCc2ccccc2C1
3) COc1ccc(/C=C/C(=O)NCC2COc3ccccc3O2)cc1OC (centres undefined)
4) O=c1nc(Nc2cccc(Cl)c2)oc2cc(Cl)oc(=O)c12
5) CCOc1cc(S(=O)(=O)N2CCC(C(N)=O)CC2)ccc1F
6) CCN(CC)c1ccc(C2C(C(=O)OC(C)C)C(=O)CC(C)(O)C2C(=O)OC(C)C)cc1 (centres undefined)
7) NC(=O)[C@H]1CC2(CC(c3cccc(NC(=O)[C@H]4CCC(=O)N4)c3)=NO2)CN1C(=O)CC(c1ccccc1)c1ccccc1 (some centres undefined)
8) O=C(O/N=C(\c1ccccc1)c1ccccn1)c1ccc(Cl)c(Cl)c1
9) Cc1cc(Cl)c(O)c(-n2nc3ccccc3n2)c1
10) COC(=O)c1ccc(NC(=S)Nc2ccccc2)cc1
assay / entry	1	2	3	4	5	6	7	8	9	10
GSH fluor	20	62	13	nt	46	47	nt	38	nt	24
ABCB1 inh	1.0	1.1	0.2	nt	0.0	1.0	nt	-1.5	nt	-0.9
Mcl-1 Bim block	0	0	-2	nt	0	0	nt	-3	nt	0
Mcl1-Bid inh	2	17	-31	-33	-21	-44	11	10	2	-19
ABCG2 inh	17	5	1	nt	-1	2	nt	-5	nt	-2
RGS4-Gao reg	97	89	99	96	99	101	101	101	94	102
RGS8-Gao	101	90	98	100	100	102	101	100	99	100
RGS7-Gao reg	96	95	99	?	105	98	?	96	?	97
Mcl1 Noxa PPI	17	16	1	33	-12	13	18	nt	-3	14
Pf gametocyte	-24	nt	-7	nt	-19	-19	17	nt	-22	nt
Avidin bead fluor	11	1	10	10	7	8	20	11	3	30

Profiles as entered above. Order of values: GSH fluor | ABCB1 inh | Mcl-1 Bim block | Mcl1-Bid inh | ABCG2 inh | RGS4-Gao reg | RGS8-Gao | RGS7-Gao reg | Mcl1 Noxa PPI | Pf gametocyte | Avidin bead fluor
`O=C(Cc1ccc(Br)cc1)N1CCN(c2ccccn2)CC1` is entered as 20 | 1.0 | 0 | 2 | 17 | 97 | 101 | 96 | 17 | -24 | 11
`Cc1cc(Cl)c(O)c(-n2nc3ccccc3n2)c1` is entered as nt | nt | nt | 2 | nt | 94 | 99 | ? | -3 | -22 | 3
`O=c1nc(Nc2cccc(Cl)c2)oc2cc(Cl)oc(=O)c12` is entered as nt | nt | nt | -33 | nt | 96 | 100 | ? | 33 | nt | 10

The list continues:
11) CCCCSc1nc(SCC(=O)NCc2ccco2)c2c3c(sc2n1)COC(C)(CC)C3 (centres undefined)
12) CCCCN(C)CCNC(=O)c1ccc(Cn2c(=S)[nH]c3ccc(Br)cc3c2=O)cc1
13) COc1cc(NS(=O)(=O)c2ccc(NC(=S)NC(=O)/C=C/c3ccc(F)cc3)cc2)ncn1
14) O=C(CCc1ccccc1)Nc1ccc(N2CCOCC2)cc1
15) Cc1nc(NCCOc2ccccc2)sc1C(=O)Nc1ccccc1
16) O=C(CN1CCN(S(=O)(=O)c2ccccc2)CC1)Nc1ccc([N+](=O)[O-])cc1
17) CNCc1cn2cc(Cl)ccc2n1
18) Cc1ccc(C(=O)N2CCN(c3ccc(NC(=O)c4cccnc4)cc3)CC2)cc1
19) Cc1ccccc1CS(=O)(=O)CCC(=O)N1CCN(c2ccc(N3CCOCC3)nn2)CC1
20) COc1cc2c(cc1OC)C(c1cccs1)N(C(=O)c1ccncc1)CC2 (centres undefined)
assay / entry	11	12	13	14	15	16	17	18	19	20
GSH fluor	16	25	nt	14	nt	7	11	28	13	24
ABCB1 inh	0.5	0.9	nt	1.5	nt	1.2	0.3	0.0	0.2	0.2
Mcl-1 Bim block	-1	0	nt	-4	nt	-2	-4	1	-1	-4
Mcl1-Bid inh	-55	-5	-56	-13	7	-10	-26	-45	-4	-6
ABCG2 inh	2	0	nt	25	nt	14	4	0	1	1
RGS4-Gao reg	101	107	95	100	99	102	103	72	102	99
RGS8-Gao	99	103	100	103	98	103	100	92	102	103
RGS7-Gao reg	103	104	?	102	?	103	99	76	100	93
Mcl1 Noxa PPI	-93	36	1	53*	27	-2	8	8	12	-31
Pf gametocyte	5	10	2	nt	9	2	10	nt	nt	-19
Avidin bead fluor	11	10	4	7	8	2	10	9	9	5

Retrieved by compound from the list above (4):
1) O=C(Cc1ccc(Br)cc1)N1CCN(c2ccccn2)CC1
17) CNCc1cn2cc(Cl)ccc2n1
2) O=C(c1noc2c1CCc1ccccc1-2)N1CCc2ccccc2C1
9) Cc1cc(Cl)c(O)c(-n2nc3ccccc3n2)c1
assay / entry	1	17	2	9
GSH fluor	20	11	62	nt
ABCB1 inh	1.0	0.3	1.1	nt
Mcl-1 Bim block	0	-4	0	nt
Mcl1-Bid inh	2	-26	17	2
ABCG2 inh	17	4	5	nt
RGS4-Gao reg	97	103	89	94
RGS8-Gao	101	100	90	99
RGS7-Gao reg	96	99	95	?
Mcl1 Noxa PPI	17	8	16	-3
Pf gametocyte	-24	10	nt	-22
Avidin bead fluor	11	10	1	3

Continued.
21) CCCOCC(O)CCc1n[nH]c(=S)n1-c1ccccc1 (centres undefined)
22) COc1ccccc1CNc1n[nH]c(NCc2ccccc2OC)n1
23) CC(C)=CCN1CCN(Cc2c(C)nn(C)c2Cl)CC1CCO (centres undefined)
24) CCN(CC)S(=O)(=O)c1cccc(-c2nnc(SCc3ncc(-c4ccccc4)o3)n2C)c1
25) Cc1cc(C)nc(N2CCCC(C(=O)Nc3ccc4c(c3)OCO4)C2)n1 (centres undefined)
26) O=C(CN1C(=O)C2CCCCC2C1=O)Nc1ccc(S(=O)(=O)Nc2ncccn2)cc1 (centres undefined)
27) O=C(O)C1C2C=CC(O2)C1C(=O)Nc1ccccc1C(F)(F)F (centres undefined)
28) Cc1ccc(NC(=O)CS(=O)CC(=O)Nc2ccc(N3CCOCC3)cc2)cc1Cl (centres undefined)
29) CCCCc1nc2n[nH]c(N)c2c2c1CCCC2
30) CCN(CC(=O)Nc1c(C(=O)OC)[nH]c2ccc(C)cc12)c1ccc2c(c1)OCO2
assay / entry	21	22	23	24	25	26	27	28	29	30
GSH fluor	11	28	9	20	24	65	8	54	22	24
ABCB1 inh	-0.6	0.6	0.3	1.3	1.4	1.1	-0.2	0.1	0.1	1.4
Mcl-1 Bim block	0	0	-3	0	2	-2	2	0	0	-3
Mcl1-Bid inh	-68	-15	-9	-1	-24	2	-7	-93	1	-22
ABCG2 inh	0	4	0	3	9	1	-1	0	2	1
RGS4-Gao reg	102	105	101	98	102	96	98	96	104	102
RGS8-Gao	103	102	105	103	100	99	99	97	107	100
RGS7-Gao reg	107	102	100	101	100	100	97	95	103	98
Mcl1 Noxa PPI	0	-2	4	1	12	2	14	9	9	24
Pf gametocyte	nt	20	nt	nt	nt	-14	nt	nt	nt	nt
Avidin bead fluor	11	16	9	8	27	9	10	6	21	16

31) S=c1[nH]ccn1-c1ccc(Cl)cc1
32) CC(=O)N1N=C(c2cccc([N+](=O)[O-])c2)OC1c1cccc(Br)c1 (centres undefined)
33) COC(=O)NC(=S)N1CCOCC1
34) CC1(C)CC(=O)C2=C(C1)NC1=C(C(=O)c3ccccc31)C2c1ccc(Cl)cc1 (centres undefined)
35) CCc1ccc(NC(=O)C(=O)NCC(O)c2ccccc2)cc1 (centres undefined)
36) Nc1nc(-c2ccccc2)cc(N2CCCCC2)n1
37) O=C(Nc1nncs1)c1c(F)c(F)c(F)c(F)c1F
38) CC(C)(C)C(=O)Nc1nc2cc3c(cc2s1)OCO3
39) Nn1c(SCc2cccc(F)c2)nnc1-c1ccncc1
40) CCOC(=O)C1=NN(c2ccccc2)C(=O)C1
assay / entry	31	32	33	34	35	36	37	38	39	40
GSH fluor	11	11	12	16	18	18	31	nt	nt	nt
ABCB1 inh	0.6	1.6	nt	0.7	0.6	0.0	0.0	nt	nt	nt
Mcl-1 Bim block	-4	0	-2	-22	0	-4	-5	nt	nt	nt
Mcl1-Bid inh	-75	-12	-60	-46	-24	-43	13	-9	-7	-21
ABCG2 inh	2	6	-2	-6	3	3	0	nt	nt	nt
RGS4-Gao reg	108	100	103	97	100	118	101	96	96	106
RGS8-Gao	102	102	105	92	98	104	99	98	97	102
RGS7-Gao reg	?	107	105	101	?	110	102	?	?	?
Mcl1 Noxa PPI	16	10	-2	7	6	5	21	-2	-14	-3
Pf gametocyte	-17	8	-14	nt	6	2	nt	12	7	5
Avidin bead fluor	13	3	6	2	9	18	10	5	6	6

Printed as active in Mcl1 Noxa PPI (from the list above):
item	canonical_smiles	GSH fluor	ABCB1 inh	Mcl-1 Bim block	Mcl1-Bid inh	ABCG2 inh	RGS4-Gao reg	RGS8-Gao	RGS7-Gao reg	Mcl1 Noxa PPI	Avidin bead fluor
14	O=C(CCc1ccccc1)Nc1ccc(N2CCOCC2)cc1	14	1.5	-4	-13	25	100	103	102	53*	7

Going on with the list.
41) C=CCS(=O)(=O)c1nc2ccccc2s1
42) O=C(Cc1ccccc1)Nc1ccc(N2CCOCC2)cc1N1CCOCC1
43) CN1C=CC(=C2C(=O)c3ccccc3C2=O)C=C1
44) CC(=O)O[C@H]1CC[C@@]2(C)C(CCC3C2CC[C@]2(C)OC(=O)CCC32)C1 (some centres undefined)
assay / entry	41	42	43	44
GSH fluor	18	10	29	16
ABCB1 inh	0.1	0.6	1.1	0.6
Mcl-1 Bim block	0	-4	-3	-6
Mcl1-Bid inh	-9	-46	-27	-2
ABCG2 inh	0	1	19	1
RGS4-Gao reg	101	102	100	106
RGS8-Gao	100	101	100	108
RGS7-Gao reg	103	98	96	106
Mcl1 Noxa PPI	-19	-5	8	16
Pf gametocyte	0	nt	nt	nt
Avidin bead fluor	7	35	12	5
